# Bioassay records (PubChem)
# mIDH1 inhibitor = qHTS for Inhibitors of mutant isocitrate dehydrogenase 1 (IDH1): qHTS. Isocitrate dehydrogenase [NADP] cytoplasmic (Homo sapiens), O75874. IDH1-R132H enzyme, NADPH consumption, diaphorase/resazurin fluorescence. Potency, µM (top dose mostly 76.6 µM), without a hit: at the highest dose activity change, negative = inhibition, usual class: inhibitors. actives 0.093% (n = 390,000). AID 602179, 2012; further: potency means the concentration at half of the fitted maximal effect; on the % scale 0 is the no-effect control and ±100 the full control effect; nearly all actives have a fitted effect of over 65% in size
#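 IDH1-R132H (0.5 ug/mL dispensed) in pH 7.5 Tris buffer was preincubated 30 min with compound, then given a substrate mix of 0.016 mM NADPH and 2 mM alpha-KG for 80 min at room temperature; remaining NADPH was read by diaphorase/resazurin fluorescence.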
# D2 antagonist = HTS Assay for Allosteric Antagonists of the Human D2 Dopamine Receptor: Primary Screen for Antagonists; inhibition, % at 10 µM; HEK293 TREx D2 cells, calcium flux, dopamine EC80; actives 2% (n = 340,000); D(2) dopamine receptor (Homo sapiens), P14416; in the data active means inhibition above about 30%; further: 0% is about no effect
#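 Antagonism is scored as inhibition of an EC80 dopamine-evoked calcium signal in a force-coupled, tetracycline-inducible HEK293 T-REx D2 line, with compound present 180 s before agonist.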
# D2 agonist = HTS Assay for Allosteric Agonists of the Human D2 Dopamine Receptor: Primary Screen for Agonists | D(2) dopamine receptor (Homo sapiens), P14416 | actives 0.53% (n = 340,000) | activation, % at 2 µM | HEK293 T-REx D2 cells, calcium flux agonist mode;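 active means activation over 3 SD above normal in the single-dose calcium agonist read, cut at about 30% in these data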; further: 0% is about no effect
#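 Tetracycline-induced HEK293 T-REx cells with force-coupled D2 receptor, plated overnight at 30 C, loaded with no-wash calcium dye. After a 10 s baseline, compound was pin-added and calcium flux read kinetically for 180 s; calcium rises flagged agonists.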
# TrxR1 substrate = qHTS Assay for Substrates of Mammalian Selenoprotein Thioredoxin Reductase 1 (TrxR1): qHTS. Thioredoxin reductase 1, cytoplasmic (Rattus norvegicus), O89049. purified TrxR1 substrate turnover, NADPH consumption readout. Potency, µM (top dose mostly 114 µM), for the others: at the highest dose activity change, negative = substrate turnover. actives 0.01% (n = 390,000). AID 588456, 2011; further: potency means the concentration at half of the fitted maximal effect; on the % scale 0 is the no-effect control and ±100 the full control effect; nearly all actives have a fitted effect of over 50% in size
#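 Rat TrxR1, dispensed at 90 nM, was prereduced with 400 uM NADPH (final) for 5 min at ~22 deg C, then incubated with compound 15 min before 400 uM selenite. A first-read NADPH fluorescence drop versus no-compound background flagged substrates.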
# TRHR PAM = qHTS for Small Molecule Agonists and Allosteric Enhancers of Human TRH Receptor: Primary Screen for Enhancers; Thyrotropin-releasing hormone receptor (Homo sapiens), P34981; TRHR cells, fluo-8 calcium fluorescence, EC20 TRH enhancement; enhancement, % at 2 µM; actives 0.66% (n = 360,000); in the data active means enhancement above about 30%; further: 0% is about no effect
#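 Enhancer read-out: after compound pinning and an initial kinetic agonist-mode read, an EC20 of TRH (10 nM final) was injected and fluo-8 calcium signal (Ex 480/Em 530) followed at 1 s/cycle for 100 cycles in TRHR-expressing cells.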
# USP1 inh = Inhibitors of USP1/UAF1: Primary Screen; Ubiquitin carboxyl-terminal hydrolase 1 (Homo sapiens), O94782; recombinant USP1/UAF1, Ub-Rhodamine cleavage fluorescence; Potency, µM (doses to about 57.1 µM), for inactives: at the highest dose activity change, negative = inhibition, actives largely listed as inhibitors; actives 0.23% (n = 390,000); AID 743255, 2014; further: potency means the concentration at half of the fitted maximal effect; on the % scale 0 is the no-effect control and ±100 the full control effect; nearly all actives have a fitted effect of over 60% in size; inactives centre near -12
# Target sequence (O94782 whole entry, looked up): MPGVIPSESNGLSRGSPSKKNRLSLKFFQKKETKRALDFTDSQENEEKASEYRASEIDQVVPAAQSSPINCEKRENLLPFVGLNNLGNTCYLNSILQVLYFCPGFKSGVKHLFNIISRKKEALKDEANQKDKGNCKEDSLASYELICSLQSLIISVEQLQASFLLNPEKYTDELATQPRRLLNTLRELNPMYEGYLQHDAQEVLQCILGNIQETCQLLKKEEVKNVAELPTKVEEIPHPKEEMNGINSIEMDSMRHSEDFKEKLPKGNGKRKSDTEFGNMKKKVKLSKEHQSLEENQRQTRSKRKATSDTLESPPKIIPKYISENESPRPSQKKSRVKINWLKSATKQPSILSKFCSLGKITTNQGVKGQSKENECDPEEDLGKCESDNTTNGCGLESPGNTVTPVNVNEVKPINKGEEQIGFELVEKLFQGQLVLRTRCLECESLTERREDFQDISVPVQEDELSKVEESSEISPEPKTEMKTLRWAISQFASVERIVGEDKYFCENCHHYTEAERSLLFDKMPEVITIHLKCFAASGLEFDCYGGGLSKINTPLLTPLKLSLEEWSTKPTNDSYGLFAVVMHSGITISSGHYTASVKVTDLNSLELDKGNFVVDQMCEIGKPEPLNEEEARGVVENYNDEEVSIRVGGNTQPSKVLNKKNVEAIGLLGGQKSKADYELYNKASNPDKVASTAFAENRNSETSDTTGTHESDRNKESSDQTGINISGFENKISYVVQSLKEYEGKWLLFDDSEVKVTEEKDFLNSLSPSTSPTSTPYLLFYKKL
#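 USP1/UAF1 complex at 1 nM was preincubated with compound for 15 min at room temperature, then Ub-Rho substrate (150nM final) was added. Fluorescence (480/540 nm) was read kinetically, 6 reads every 60 seconds.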
# rTrxR1 inhibitor = qHTS Assay for Inhibitors of Mammalian Selenoprotein Thioredoxin Reductase 1 (TrxR1): qHTS | actives 1% (n = 390,000) | recombinant rTrxR1, NADPH fluorescence consumption, selenite substrate | Potency, µM (doses to about 114 µM), for the others: at the top dose activity change, negative = inhibition, actives largely listed as inhibitors | Thioredoxin reductase 1, cytoplasmic (Rattus norvegicus), O89049; further: potency means the concentration at half of the fitted maximal effect; on the % scale 0 is the no-effect control and ±100 the full control effect; nearly all actives have a fitted effect of over 65% in size
#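 Rat TrxR1 (90 nM in the dispensed reagent) was pre-reduced with 400 uM NADPH for 5 min at room temperature, then incubated with compound for 15 min. After 400 uM selenite was added, NADPH fluorescence (Ex 340/Em 450 nm) was followed for 8 min.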
# Pin1 inh = qHTS Assay to Find Inhibitors of Pin1. Peptidyl-prolyl cis-trans isomerase NIMA-interacting 1 (Homo sapiens), Q13526. Pin1 FP peptide displacement, HiFluor488, 10 min. Potency, µM (titrated, usually from 115 µM), for inactives: top-dose activity, negative = inhibition, most hits filed as inhibitors. actives 0.009% (n = 390,000). AID 504891, 2011; active means well fitted inhibition curve with a large enough effect in the polarisation, with a control signal flat, not every such curve was filed as active; inconclusive means small, poorly fitted or top-dose-only effect, or effect the other way, or a change in a side signal; inactive means no such curve, though single readings can be large or run the other way; the % refers to the polarisation; further: potency means the concentration at half of the fitted maximal effect; on the % scale 0 is the no-effect control and ±100 the full control effect
# Target sequence (Q13526 whole entry, looked up): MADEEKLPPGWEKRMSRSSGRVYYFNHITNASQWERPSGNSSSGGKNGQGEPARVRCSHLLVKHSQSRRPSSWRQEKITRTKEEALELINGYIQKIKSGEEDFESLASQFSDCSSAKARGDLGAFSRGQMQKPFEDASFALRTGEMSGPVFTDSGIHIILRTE
# TRHR ag = qHTS for Small Molecule Agonists and Allosteric Enhancers of Human TRH Receptor: Primary Screen for Agonists | actives 0.18% (n = 360,000) | TRHR cells, calcium flux fluo-8, FDSS agonist mode | activation, % at 2 µM | AID 493084, 2011 | Thyrotropin-releasing hormone receptor (Homo sapiens), P34981; in the data active means activation above about 30%; further: 0% is about no effect
#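 Fluo-8-loaded TRHR cells; 10 s baseline, compound added, kinetic Ca2+ fluorescence read 1/s, agonist mode.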
# * = called active by the depositor; ? = inconclusive; . = no result given; [ ] = another dose, or the depositor's remark. Unless noted, the call rests on the fitted dose curve; in most records, active means well fitted inhibition curve with a large enough effect; inconclusive means small, poorly fitted or top-dose-only effect; inactive means no such curve, though single readings can be large or run the other way.
# Sequence of screens – TRHR PAM, TRHR ag, TrxR1 substrate, mIDH1 inhibitor, Pin1 inh, D2 agonist, USP1 inh, rTrxR1 inhibitor, D2 antagonist
Cc1[nH]c(C)c(S(=O)(=O)NCc2ccc(F)cc2)c1C(=O)N1CCCC1
 : 11, 0.7, -2%, 14%, 1%, -0.4, -4%, 21%, -10
CC(OC(=O)CCCC(=O)Nc1ccccc1)C(=O)c1ccccc1 (stereo not drawn)
 : -2, 0.0, 12%, 10%, 0%, -0.9, -11%, 31%, 5
Cc1cc(NC(=O)CCC(=O)N(C2CC2)C(C(=O)NC(C)(C)C)c2ccccc2Cl)no1 (stereo not drawn)
 : 1, 0.0, -7%, 0%, -2%, -0.3, -9%, 19%[57.1 µM], 3
O=C1/C(=C/c2cccnc2)SC(=S)N1CC1CCCO1 (stereo not drawn)
 : 4, 0.8, -3%[57.1 µM], 5%, 0%, 0.7, -8%, -14%, 3
COCCn1c(=NC(=O)CCS(=O)(=O)c2ccccc2)sc2cc(C(=O)OC)ccc21
 : -7, 0.2, 11%, -1%, 7%, -0.5, -19%, -28%, -17
CCOC(=O)C1Cc2ccccc2CN1 (stereo not drawn)
 : 3, -0.3, 9%, -2%, -4%, -1.1, -2%, 18%, 15
Cc1cccc(CC(=O)N2CCC(N3CCC(C(=O)N4CCOCC4)CC3)CC2)c1
 : 4, 1.1, 10%[57.1 µM], 1%, 1%, -0.9, 1%, 17%[57.1 µM], 6
COc1ccc2oc(-c3ccccc3)c(C(N)=O)c2c1
 : 13, -1.5, 139%[activator], 2%, -1%, -0.1, -7%, 9%, 6
O=C(N/C(C(=O)N1CCOCC1)=C(\Sc1ncccn1)c1ccccc1)c1ccccc1
 : 0, 0.8, -4%, -1%, 2%, 2.5, -10%, 50µM*, 3
CCCCn1c(=N)c(C(=O)NC2CCCCC2)cc2c(=O)n3cccc(C)c3nc21
 : 7, -0.4, 48%[activator], 14%, 25%, 0.4, -18%, 3%, .
COc1cc(OC)cc(C(=O)NCc2ccc3[nH]c(C)cc3c2)c1
 : -1, 0.2, 0%, -2%, -1%, 1.4, -24%, 26%, -6
COc1ccc(C(=O)Oc2ccc(N(C)S(=O)(=O)c3ccccc3)cc2)cc1[N+](=O)[O-]
 : 1, -0.8, 5%, 7%, -2%, -0.4, -26%, 10%, -1
CCN1C(=O)c2cccc3c(NC(=O)C4CCCCC4)ccc1c23
 : 1, -1.4, 2%[57.1 µM], 6%, ?, -0.3, -5%, 11%, -3
COc1ccc(S(=O)(=O)N(C)CC(=O)NCc2ccc3c(c2)OCO3)cc1
 : -3, -0.6, 1%, 0%, 3%, 1.3, -17%, 9%, 10
C=CCOc1ccccc1CN1CCC(Cc2ccccc2)CC1
 : 0, 0.1, 9%[57.1 µM], -6%, -13%, -0.5, -16%, 21%[57.1 µM], 31*
C=C(C)c1cccc(C(C)(C)NC(=O)NC2CC(C)(C)NC(C)(C)C2)c1
 : -2, 0.3, 0%, 1%, -6%, -0.7, -17%, 1%, 9
CC(=O)c1nnn(-c2ccc(C)cc2Cl)c1C
 : 1, -0.2, 2%, 10%, 3%, ., -21%, -3%, .
COc1ccc(/C=N/Nc2cc(OC)ncn2)cc1
 : -2, 0.2, -14%, 4%, 7%, -0.2, 0%, -13%, 6
Cc1ccc(C(=O)C(C)Oc2ccc3ccc(=O)oc3c2)cc1 (stereo not drawn)
 : -10, -1.6, 3%, 9%, 0%, -0.3, -11%, -11%, -16
C=CCN1C(=O)C(CC(=O)O)SC1=Nc1ccc(N=Nc2ccccc2)cc1 (stereo not drawn)
 : 5, 0.3, -12%, -1%, -14%, 0.3, 0%, -2%, -8
COCCCn1c(=O)c2sccc2n(Cc2cccc(F)c2)c1=O
 : -11, -0.6, 7%[57.1 µM], -3%, -1%, -1.6, -9%, 19%[57.1 µM], -19
COc1cc(/C=C/C(=O)OCC(=O)Nc2oc(C)c3c(C)n[nH]c(=O)c23)ccc1OC(F)F
 : 2, -0.2, 4%, 0%, -2%, 1.8, -21%, -10%, 14
O=C(Cc1ccc(NC(=O)C2CCN(C(=O)C3CCCCC3)CC2)cc1)Nc1ccc(C(=O)N2CCOCC2)cc1
 : ., ., 5%, -4%[38.3 µM], 0%, ., -21%, 15%, .
Cc1cccc(N2CCN(c3ncnc4onc(C)c34)CC2C)c1 (stereo not drawn)
 : -7, -0.2, -2%, 8%, -5%, -1.0, -18%, 13%, .
C=C(C)CNC(=S)/N=c1\scc(C)n1CC
 : 9, 0.2, 3%[57.1 µM], 4%, -10%, 0.7, -15%, -10%[57.1 µM], -15
COc1ccc(-n2c(SCC(=O)N3CCc4ccccc43)nc3c([nH]c4ccccc43)c2=O)cc1
 : -2, 0.1, 11%[57.1 µM], -3%, 0%, 0.9, -32%, 43%[activator][57.1 µM], .
O=C(NNC(=O)c1ccccc1-n1cccc1)c1ccc(Cl)cc1
 : ., ., -3%, 6%, -6%, ., -8%, 16%[57.1 µM], .
Cc1sc2nc(CSc3ccccc3)nc(N3CCC(C(N)=O)CC3)c2c1C
 : 2, -4.4, -4%, 0%, 7%, -0.1, -20%, 31%, 0
COc1cccc2c1OCC(CN1CCN(CCC(C)C)C(CCO)C1)=C2 (stereo not drawn)
 : 1, 1.6, 3%[57.1 µM], 9%, -1%, 0.6, -3%, 21%[57.1 µM], -9
Cc1ccc2nc(SCC(=O)Nc3cc(C(F)(F)F)ccc3N3CCOCC3)[nH]c2c1
 : 11, 0.6, -5%, -3%, -1%, 3.0, -3%, 8%, 2
O=C(CSc1ccc(S(=O)(=O)N2CCOCC2)cn1)Nc1ccc(F)c(F)c1
 : -8, 0.9, -9%, 7%, 5%, 0.5, -15%, 9%, 16
O=C(CN1C(=O)c2ccccc2S1(=O)=O)Nc1ncc(Cl)cc1Cl
 : ., ., -7%, -3%, ?, ., ?, -25%, .
Cc1cccc(N2CCN(C(=O)C3CCN(C(=O)c4cc5sccc5n4C)CC3)CC2C)c1 (stereo not drawn)
 : 2, 1.0, -3%, -13%, 4%, 1.7, 2%, 0%, .
CCOc1ccc(CNC(=O)CCCn2nc(C)c3sc4ccccc4c3c2=O)cc1
 : 1, 0.3, 20%, -17%, ?, ., -15%, 30%, .
Cn1c(=O)[nH]c(=O)c2c1nc(N1CCCCC1)n2CCSc1ncccn1
 : ., ., 13%[57.1 µM], 5%, 0%, ., -16%, 39%, .
O=C(CN1CCN(CC(=O)Nc2ccccn2)CC1)Nc1ccccn1
 : 5, 0.9, -9%, 0%, -9%, 0.6, -4%, -15%, -8
Cc1ccc(NC(=O)Cn2nc(Cc3ccncc3)c3ccccc3c2=O)c(Cl)c1
 : -5, -1.8, 0%, -2%, 103%[activator], -0.3, -18%, 14%, .
CCCS(=O)(=O)N1CC(=O)N(c2ccccc2F)C(C)(C(=O)NC2CCCCCC2)C1 (stereo not drawn)
 : 0, -0.3, -3%, -12%, -4%, 0.5, 0%, 10%, .
Cc1[nH]n(-c2ccc([N+](=O)[O-])cc2)c(=O)c1/C=N/N1CCOCC1
 : 23, -0.8, 5%[57.1 µM], 9%, 4%, -0.3, ?, 23%[57.1 µM], 29
CCc1ccc(Oc2cc(Cl)nc(N)n2)cc1
 : -1, -0.7, 0%[11.4 µM], 1%, 0%, -0.5, -19%, -12%[11.4 µM], -4
O=C(CN(CCc1ccccc1)S(=O)(=O)c1ccc(Br)cc1)N/N=C/c1ccccc1C(=O)O
 : 6, 1.5, -4%[57.1 µM], 11%, -11%, 0.5, -16%, -2%[57.1 µM], 13
CCCCCCCCOC(=O)C(NC(=O)CCC(=O)Nc1ccc(S(N)(=O)=O)cc1)C(O)c1ccccc1 (stereo not drawn)
 : -4, -0.1, 2%, 5%, -3%, -0.8, -20%, 12%, -9
CCCn1c(SCC(=O)Nc2cc(C)on2)nc2c1c(=O)n(C)c(=O)n2C
 : ., ., 5%, 6%, -1%, ., -26%, 12%, .
CCC(=O)OCc1cnc(C)c2oc(=O)c(C(=O)Nc3ccc(CC)cc3)cc12
 : -4, 1.0, 2%[57.1 µM], -9%, -1%, -0.9, -1%, 6%[57.1 µM], .
COc1ccc(C(C(=O)NC2CCCCC2)N(C(=O)c2ccco2)c2ccccc2OC)cc1 (stereo not drawn)
 : -7, 1.4, 11%[0.457 µM], 0%, 2%, 1.5, ?, 3%, 2
CCOc1ccc(NC(=O)CN(C)C(=O)c2ccc(N3CCCCCC3)c([N+](=O)[O-])c2)cc1OCC
 : -1, 0.5, -3%, 7%, -1%, -0.2, -8%, 2%, -4
O=C1c2ccccc2C(=O)N1CCCCN(C(=O)c1cc([N+](=O)[O-])cc([N+](=O)[O-])c1)c1ccc(Cl)cc1
 : -8, -0.7, 0%[57.1 µM], 10%, 3%, 0.0, -1%, 1%[57.1 µM], 4

# The list is partial, so the mix of outcomes need not match the whole.
